Bioassay records: PubChem BioAssay, Sanford-Burnham Center for Chemical Genomics
ER stress death: protection against thapsigargin ER stress killing – CSM14.1 cells, ATP luminescence, primary screen. 0.33% of 48,000 active. relative survival (cellular ATP), % at 15 µg/mL (by protocol). AID 1010, 2008. CSM14.1 thapsigargin ER stress survival;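 active = survival measured by cellular ATP above 50% at 15 µg/ml in the first screen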;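 note: cell death triggered by about 15 µM thapsigargin; ATP read 24 h after thapsigargin was added; plate controls were thapsigargin with DMSO for no effect and DMSO without thapsigargin for full effect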
* = called active by the depositor. Only part of the results is shown; the hit share may differ from the screen's.

molecule,ER stress death
COc1cccc(OCC(=O)N2CCN(C)CC2)c1,10
c1ccc(CCCN2CCN(C3CCCCC3)CC2)cc1,-6
O=C1NC(=O)N(c2cccc(Br)c2)C(=O)/C1=C/c1ccc(-c2ccc(C(=O)O)cc2)o1,8
COc1cc(OC)c(OC)cc1C=C1C(=O)NC(=S)NC1=O,-3
COc1ccc(O)c(CN2CCN(Cc3ccc(C)cc3)CC2)c1,5
COc1ccc(O)c(CN2CCN(Cc3ccc(F)cc3)CC2)c1,-4
O=C1NC(=O)C(=Cc2cccc(O)c2)C(=O)N1,14
COC(C(=O)Nc1ccc(Br)cc1C(=O)c1ccccc1Cl)c1ccccc1 (centres undefined),11
O=C1NC(=O)N(c2ccccc2)C(=O)/C1=C/c1ccoc1,6
CCC(=O)N1N=C2C3CCN(CC3)C2C1c1ccc([N+](=O)[O-])cc1 (centres undefined),14
O=C1NC(=S)N(c2ccc(Br)cc2)C(=O)/C1=C/c1ccc(-c2ccccc2C(=O)O)o1,7
c1ccc(C2CC3CC4(CCCC4)N2O3)cc1 (centres undefined),0
CC1(C)CC2(CCO1)NCCN1C(=O)CSC12 (centres undefined),5
Clc1cccc(CNCCc2ccc3c(c2)OCO3)c1,-11
COc1ccc(O)c(CN2CCN(Cc3cccc(C)c3)CC2)c1,-1
COc1ccc(CNCCc2ccc(Cl)cc2)cc1,-8
CCCCCCCOC(=O)CC(CN)c1ccccc1 (centres undefined),-12
O=C1NC(=O)C(=Cc2cccc(OCc3ccccc3)c2)C(=O)N1,9
N#CC1=C(N)Oc2c(c(=O)oc3ccccc23)C1c1ccccc1 (centres undefined),4
CC(C)CCn1c(=O)c(C(=O)Nc2nc3ccc(Br)cc3s2)c(O)c2ccccc21,12
CC1=NN(c2ccccc2)C(=O)C1/C=C1\C(=O)NC(=O)N(c2cccc(C)c2)C1=O (centres undefined),11
CCCNC(=O)C1CN1Cc1ccc(OC)cc1 (centres undefined),7
Cc1cc([N+](=O)[O-])ccc1-c1ccc(/C=C2/C(=O)NC(=O)N(C)C2=O)o1,11
O=C(COc1ccc2ccccc2c1)N1CCN(C2CC3CCC2C3)CC1 (centres undefined),2
Cc1nc2ccc(I)cc2c(=O)n1-c1ccc([N+](=O)[O-])cc1Cl,14

(next part)
molecule,ER stress death
O=[N+]([O-])c1cccc(CNCCc2cccc(Cl)c2)c1,-2
O=c1c2cc(I)ccc2nc(/C=C/c2ccc([N+](=O)[O-])cc2)n1-c1ccccc1,21
O=[N+]([O-])c1ccc(N2CCOCC2)c(F)c1Br,-9
COc1cc(C=C2C(=O)NC(=S)NC2=O)cc(Br)c1OCc1c(C)no[n+]1[O-],2
O=C1NC(=S)NC(=O)C1=Cc1ccccc1OCc1ccccc1F,5
CCC(N)C(=O)c1c(C)cc(C)cc1C (centres undefined),2
Cc1cccnc1-n1c(CN2C(=O)c3ccccc3C2=O)nc2ccccc2c1=O,-2
CCc1ccc(CNCCc2ccc3c(c2)OCO3)cc1,-12
CCOP(C)(=O)CN1CCCCC1 (centres undefined),20
Cc1nc2ccccc2c(=O)n1-c1ccc(O)cc1,7
O=C(Nc1ccc(Cl)cc1C(=O)c1ccccc1)c1cc2ccccc2o1,2
COc1cccc(CN2CCN(Cc3cc(Br)ccc3O)CC2)c1,5
C=CCc1cc(/C=C2/C(=O)NC(=O)N(C)C2=O)cc(OC)c1O,8
Cc1ccc(-n2c(-c3ccncc3)nc3ccccc3c2=O)cc1,6
CC(Cc1ccccc1)NC(=O)C(c1ccc(N)cc1)c1ccc(N)cc1 (centres undefined),3
C1CCC2(C1)NN2CCN1NC12CCCC2 (centres undefined),7
O=C(Cc1ccccc1)N1CCN(C2CC3CCC2C3)CC1 (centres undefined),9
CCCCc1ccc(C=C(C#N)C#N)s1,4
O=C1NC(=S)N(c2ccc(Br)cc2)C(=O)/C1=C/c1ccc(-c2ccc(C(=O)O)cc2)o1,3
O=c1c2ccccc2nc(-c2ccccc2F)n1-c1ccccc1,0
CN1C(=O)NC(=O)/C(=C/c2ccc(-c3ccc([N+](=O)[O-])cc3Br)o2)C1=O,11
CN1CCCC1C(O)(c1ccccc1)c1ccccc1 (centres undefined),-9
O=C(O)C12C3CCCC1C32c1ccccc1 (centres undefined),3
CC(C)c1ccc(N2C(=O)CC(=O)NC2=O)cc1,0
Cc1cccc(-n2c(C)nc3ccccc3c2=O)n1,-3

Next section:
molecule,ER stress death
Cc1ccccc1CN1CCN(C(=O)COc2ccc3ccccc3c2)CC1,13
CN1C(=O)C(=Cc2ccc(-c3cc(C(=O)O)ccc3Cl)o2)C(=O)N(C)C1=O,4
COc1ccc(CN2CCN(C(=O)Cc3ccccc3)CC2)c(OC)c1OC,-9
O=C(Cc1ccc(Br)cc1)N1CCN(Cc2ccccc2)CC1,-1
CC(=O)NC1(c2ccccc2)CC(C)N(C)CC1C (centres undefined),1
N#CCCN1CN(c2ccc(Cl)cc2)CN/C1=N\[N+](=O)[O-],24
COc1ccc(-c2nc3ccccc3c(=O)n2-c2ccccn2)cc1,1
COc1ccc(CCNCc2ccncc2)cc1,1
COc1ccccc1-n1c(/C=C/c2ccco2)nc2ccccc2c1=O,22
C=CCn1cc(C=C2C(=O)NC(=O)NC2=O)c2ccccc21,3
O=c1c2cc(I)ccc2nc(/C=C/c2ccccc2O)n1-c1ccccc1,16
O=c1c2cc(I)ccc2nc(/C=C/c2cccc([N+](=O)[O-])c2)n1-c1ccccc1,6
C=CCN1C(=O)NC(=O)/C(=C/c2ccc(N(C)C)c(Br)c2)C1=O,6
Cc1cc(C)cc(N2C(=O)NC(=O)/C(=C\C=C\c3ccco3)C2=O)c1,12
COc1cccc(CN2CCNCC2)c1OC,1
Cc1cc(OCC(=O)c2ccccc2)c2c3c(c(=O)oc2c1)CCC3,4
OC1C2CCCC1C(N1CCCCC1)CC2 (centres undefined),5
c1ccc(CN2CCN(C3CCCCC3)CC2)cc1,1
N#CC(C#N)=Cc1cc([N+](=O)[O-])ccc1Cl,-1
Cc1nc2ccccc2c(=O)n1-c1ccc(-c2ccccc2)cc1,-2
COc1ccccc1-n1c(/C=C/c2c[nH]c3ccccc23)nc2ccccc2c1=O,8
CN1CN(Cc2ccccc2)CN/C1=N/[N+](=O)[O-],1
CC(=O)OC1CCC2(C)C(=CCC3C4C/C(=C\c5ccc([N+](=O)[O-])cc5)C(=O)C4(C)CCC32)C1 (centres undefined),-3
Cc1cc(C=C2C(=O)NC(=O)NC2=O)c(C)n1-c1cccnc1,11
COc1ccc(CN2CCN(C(=O)Cc3ccccc3)CC2)cc1Br,0

(continued)
molecule,ER stress death
Cc1cc([N+](=O)[O-])c(C)cc1-c1ccc(C=C2C(=O)NC(=O)NC2=O)o1,5
Cc1cc(C)cc(-n2c(C)cc(C=C3C(=O)NC(=O)NC3=O)c2C)c1,-1
O=C(Cc1ccccc1)N1CCN(Cc2ccc(F)cc2)CC1,0
Cc1ccccc1-n1c(/C=C/c2ccc(Cl)cc2)nc2ccccc2c1=O,40
CC1(C)OC(c2ccccc2)=C/C(=C/C=C2C(=O)NC(=O)NC2=O)O1,0
CCc1ccc(/C=C2/C(=O)NC(=O)N(c3ccc(OC)cc3)C2=O)cc1,10
COC(=O)C1C2C(=O)N(c3ccc([N+](=O)[O-])cc3)C(=O)C12c1ccc(C)cc1 (centres undefined),1
Cn1c(O)c(C=Nc2ccc3c(c2)CCC3)c(=O)n(C)c1=O,-3
COc1cccc(C=C2C(=O)NC(=S)NC2=O)c1,2
C1=C(c2ccccc2)Nc2nonc2N=C1c1ccccc1,-2
COc1ccc(C=C2C(=O)NC(=O)NC2=O)c(OC)c1,10
Cc1cc(/C=C2\C(=O)NC(=O)N(c3cccc(Br)c3)C2=O)c(C)n1C,3
CCOc1ccc(NC(=S)NC2CN3CCC2CC3)cc1 (centres undefined),-9
O=c1c2ccccc2nc(-c2ccc([N+](=O)[O-])cc2)n1-c1ccccc1,5
COc1cccc(CN2CCN(C(=O)Cc3ccccc3)CC2)c1OC,13
COc1ccc(CN2CCN(Cc3ccccc3Cl)CC2)cc1Br,-6
O=C(Cc1ccccc1)N1CCN(C2CCCC2)CC1,-2
CCC(C)N1CCN(Cc2cc(OC)c(OC)c(OC)c2)CC1 (centres undefined),-4
Cc1ccccc1-n1c(O)c(C=Nc2ccc3c(c2)OCO3)c(=O)[nH]c1=O,1
CN1C(=O)NC(=O)/C(=C\c2ccc(C(=O)O)cc2)C1=O,-3
O=Cc1cn(Cc2cccc3ccccc23)c2ccccc12,3
CN1C(=O)NC(=O)/C(=C/c2cn(C)c3ccccc23)C1=O,1
CC(C)COc1ccc(Cc2c(O)[nH]c(=S)[nH]c2=O)cc1,16
CCCC(C)C1C(C#N)=C(N)Oc2c1c(=O)oc1ccccc21 (centres undefined),-7
O=c1c2cc(I)ccc2nc(/C=C/c2c[nH]c3ccccc23)n1-c1ccccc1,0

A different layout for 2 compounds above.
CCOc1ccc(NC(=S)NC2CN3CCC2CC3)cc1 (centres undefined)
  ER stress death: -9

CCCC(C)C1C(C#N)=C(N)Oc2c1c(=O)oc1ccccc21 (centres undefined)
  ER stress death: -7

(next part)
molecule,ER stress death
COc1ccccc1-n1c(Cc2ccccc2)nc2ccccc2c1=O,2
CCOC(=O)CNC(=O)CN1CC1C(=O)OCC (centres undefined),2
O=C(N1CCN(c2ccccc2)CC1)C(O)(c1ccccc1)c1ccccc1,9
Nc1ccc(Oc2ccc(N)c(N)c2)cc1N,-1
CCNc1cc2oc(=O)cc(C(F)(F)F)c2cc1C,-4
COc1ccc(CCNCc2ccco2)cc1,3
COC(=O)c1c(NC(=O)C23CC4CC(CC(C4)C2)C3)sc2c1CCCC2,1
CCC12CN3CCN(CC(C3)/C1=N\O)C2,10
CC(C)Oc1ccc(Br)cc1C=C1C(=O)NC(=O)NC1=O,4
Cc1ccc(-n2c(/C=C/c3c[nH]c4ccccc34)nc3ccccc3c2=O)cc1,1
CC(C)N1CCN(Cc2ccccc2Br)CC1,-2
CCOc1ccc(CNCCc2ccc(OC)c(OC)c2)cc1,-5
O=c1c2ccccc2nc(-c2cccnc2)n1-c1ccc(Br)cn1,4
O=[N+]([O-])c1ccc(CN2CCN(Cc3ccccc3F)CC2)cc1,2
O=C1NC(=O)C(=Cc2ccccc2Cl)C(=O)N1,0
O=c1[nH]c(=O)n(Cc2ccccc2)c(O)c1C=C1C=Nc2ccccc21,5
O=[N+]([O-])N=C1NCN(c2ccc(Cl)cc2)CN1,-1
CC(Cc1ccccc1)NC(=O)/C=C/c1ccco1 (centres undefined),6
Fc1ccc(CNCCc2c[nH]c3ccccc23)cc1,-2
Cc1ccc(N2C(=O)CC(=O)NC2=S)cc1,17
COc1ccccc1-n1c(/C=C/c2ccc3c(c2)OCO3)nc2ccccc2c1=O,0
CN(C)S(=O)(=O)c1ccc(C(=O)Nc2ccc(Cl)cc2C(=O)c2ccccc2)cc1,9
O=C1NC(=O)C(=Cc2ccc(N3CCOCC3)cc2)C(=O)N1,18
Cc1ccccc1-n1c(/C=C/c2ccc3c(c2)OCO3)nc2ccccc2c1=O,0
C(=NCCCN1CCOCC1)c1c[nH]c2ccccc12,-9

Next section:
molecule,ER stress death
S=C(Nc1cccc2ccccc12)NC1CN2CCC1CC2 (centres undefined),-11
CCCCCCOC(=O)C1CN1C(Cc1ccccc1)C(=O)OC (centres undefined),4
COc1cc(/C=C/[N+](=O)[O-])cc(Br)c1O,-13
CCOc1ccc(CNCCc2ccc3c(c2)OCO3)cc1,-3
Cc1cccc(-n2c(-c3ccc(Cl)cc3Cl)nc3ccccc3c2=O)n1,-2
O=C1C2CCN(CC2)C1Cc1ccccc1O (centres undefined),5
CCc1ccc(CN2CCN(Cc3cc(Br)ccc3O)CC2)cc1,-3
COc1ccccc1CCN(Cc1ccco1)Cc1ccco1,-2
COc1ccc(/C=C2\CC3C4CC=C5CC(O)CCC5(C)C4CCC3(C)C2O)cc1 (centres undefined),-3
Cc1nc2c(Cl)cc(Cl)cc2c(=O)n1-c1ccccc1F,8
Cc1cccc(N2C(=O)NC(=O)/C(=C/c3ccc(-c4ccc([N+](=O)[O-])cc4C)o3)C2=O)c1,11
O=C(O)[C@H]1C2CCCCC2=C2CCCCC2[C@@H]1c1ccccc1 (some centres undefined),3
CCc1nc2ccccc2c(=O)n1-c1cccc([N+](=O)[O-])c1,13
Cc1[nH]c2ccccc2c1CN1CCOCC1,-4
O=[N+]([O-])c1ccc(N2CCNCC2)cc1NC1CC1,-3
CC(C)c1cccc(C(C)C)c1OCCCn1ccnc1,4
CN1C(=O)C(=Cc2ccc(-c3cccc(C(=O)O)c3)o2)C(=O)N(C)C1=O,-1
CCCCn1c(=O)c(C(=O)Nc2cc([N+](=O)[O-])ccc2O)c(O)c2ccccc21,9

Given field by field: 2 of the compounds above
> COc1ccccc1-n1c(Cc2ccccc2)nc2ccccc2c1=O
  ER stress death: 2
> CCOC(=O)CNC(=O)CN1CC1C(=O)OCC (centres undefined)
  ER stress death: 2
